Screening data (PubChem BioAssay)
LMPTP block – LMPTP phosphatase inhibitors, primary screen, biochemical, fluorescence intensity, uHTS. Low molecular weight phosphotyrosine protein phosphatase (Homo sapiens), P24666. 0.22% of 360,000 active. inhibition, % at 20 µM. recombinant LMPTP-A, OMFP fluorogenic substrate;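 active = compounds that cut the enzyme signal by at least half of the control window in the single-dose screen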;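 also: plate controls were DMSO wells with enzyme plus substrate for no effect and substrate without enzyme for full effect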
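Buffer or medium: Bis-Tris pH 6.0, DTT, detergent; Assay system: LMPTP-A enzyme; Quantity: 0.625 nM enzyme; Detection: endpoint fluorescence intensity; Times: 50 min dark incubation at room temperature; Controls: substrate-only low control, DMSO enzyme-plus-substrate high control; Doses: single 20 µM dose; Read-out: percent inhibition versus substrate-only and uninhibited controls; Reagent: 400 µM OMFP.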
STEP inh – STEP phosphatase inhibitors, primary screen, biochemical, fluorescence intensity, uHTS; Tyrosine-protein phosphatase non-receptor type 5 (Homo sapiens), P54829; recombinant STEP, OMFP fluorogenic substrate; inhibition, % at 20 µM; 0.25% of 360,000 active; AID 588621, 2011;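 active = inhibition at 20 µM, scaled per plate between control wells, above about 37%, limit read from the data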;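 also: 0% = DMSO with enzyme and substrate and 100% = substrate only without enzyme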
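System: isolated STEP enzyme; schedule: 20 min enzyme reaction at room temperature, protected from light; medium: Bis-Tris buffer pH 6.0, 2.5 mM DTT, 0.005% Tween 20; signal: fluorescence, 480/540 nm; dosing: single compound dose of 20 µM, 1% DMSO final; also added: OMFP substrate, 25 µM final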
E coli Lon inh – inhibitors of E. coli Lon protease, primary screen, biochemical, fluorescence polarization; purified E. coli Lon protease; 0.42% of 360,000 active; inhibition, % at 7.94 µM; in the data active = inhibition above about 13%, passing the limit was not always enough;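 also: 0% = enzyme with probe and DMSO and 100% = no enzyme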
Scp-1 inhibitor – Scp-1 phosphatase inhibitors, primary screen, biochemical, colorimetric, uHTS. Recombinant Scp1, phosphopeptide, malachite green phosphate absorbance. inhibition, % at 20 µM. 0.88% of 340,000 active;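 active = inhibition above about 50% at 20 µM, limit read from the data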;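 also: plate controls were DMSO wells with enzyme for no effect and wells lacking enzyme for full effect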
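Test system: SCP-1 phosphatase catalytic domain, residues 76-261; measured by: colorimetric phosphate reagent with accelerator and stabiliser, absorbance at 630 nm; timing: enzyme reaction 45 min at room temperature, colour 5 min, stabilisation 30 min; also added: Phosphorylated 17-residue peptide substrate; compound dosing: one concentration, 20 µM, with 1.0% DMSO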
SUMO1 PPI mod – modulators of SUMO1 protein-protein interactions, primary screen, biochemical, uHTS | inhibition, % at 20 µM | 0.33% of 360,000 active | AID 602429, 2012 | Small ubiquitin-related modifier 1 (Homo sapiens), P63165 | SUMO1 binding to a labelled peptide, TR-FRET, 1 h; in the data active = inhibition above about 37%
Target sequence (P63165 whole entry, looked up): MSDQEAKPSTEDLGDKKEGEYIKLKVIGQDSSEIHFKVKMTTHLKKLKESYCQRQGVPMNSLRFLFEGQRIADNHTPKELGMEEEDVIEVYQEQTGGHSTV
Tb MetRS inh – T. brucei MetRS inhibitors, primary screen, biochemical, luminescence; purified T. brucei MetRS, ATP depletion, Kinase-Glo luminescence; methionyl-tRNA synthetase (Trypanosoma brucei brucei); 0.4% of 360,000 active; AID 624268, 2012; inhibition, % at 11.9 µM;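 active = inhibition above a per-plate cutoff of the control wells' mean inhibition plus 3 SD, cut at about 5.5% in these data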;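 also: 0% = DMSO wells median and 100% = median of wells with control inhibitor compound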
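System: purified T. brucei MetRS enzyme / Detection: Kinase-Glo luciferase luminescence reporting remaining unconsumed ATP / Medium: HEPES buffer with MgCl2, KCl, DTT, spermine, BSA, pyrophosphatase / Replication: singlicate, one well per compound / Evaluation: percent inhibition relative to median high and low control wells / Schedule: 2 h aminoacylation at 25 °C after 15 min preincubation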
CendR NRP1 mod – modulators of CendR peptide binding to NRP-1, primary screen, biochemical, fluorescence polarization, uHTS; Neuropilin-1 (Homo sapiens), O14786; FAM-RPARPAR peptide binding to NRP-1; inhibition, % at 25 µM; 0.85% of 360,000 active;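 active = inhibition or corrected inhibition above about 18%, plus a signal ratio from 0.5 to 1.5, limit read from the data, passing the limit was not always enough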; also: strong numbers were not always called active
Target sequence (O14786 whole entry, looked up): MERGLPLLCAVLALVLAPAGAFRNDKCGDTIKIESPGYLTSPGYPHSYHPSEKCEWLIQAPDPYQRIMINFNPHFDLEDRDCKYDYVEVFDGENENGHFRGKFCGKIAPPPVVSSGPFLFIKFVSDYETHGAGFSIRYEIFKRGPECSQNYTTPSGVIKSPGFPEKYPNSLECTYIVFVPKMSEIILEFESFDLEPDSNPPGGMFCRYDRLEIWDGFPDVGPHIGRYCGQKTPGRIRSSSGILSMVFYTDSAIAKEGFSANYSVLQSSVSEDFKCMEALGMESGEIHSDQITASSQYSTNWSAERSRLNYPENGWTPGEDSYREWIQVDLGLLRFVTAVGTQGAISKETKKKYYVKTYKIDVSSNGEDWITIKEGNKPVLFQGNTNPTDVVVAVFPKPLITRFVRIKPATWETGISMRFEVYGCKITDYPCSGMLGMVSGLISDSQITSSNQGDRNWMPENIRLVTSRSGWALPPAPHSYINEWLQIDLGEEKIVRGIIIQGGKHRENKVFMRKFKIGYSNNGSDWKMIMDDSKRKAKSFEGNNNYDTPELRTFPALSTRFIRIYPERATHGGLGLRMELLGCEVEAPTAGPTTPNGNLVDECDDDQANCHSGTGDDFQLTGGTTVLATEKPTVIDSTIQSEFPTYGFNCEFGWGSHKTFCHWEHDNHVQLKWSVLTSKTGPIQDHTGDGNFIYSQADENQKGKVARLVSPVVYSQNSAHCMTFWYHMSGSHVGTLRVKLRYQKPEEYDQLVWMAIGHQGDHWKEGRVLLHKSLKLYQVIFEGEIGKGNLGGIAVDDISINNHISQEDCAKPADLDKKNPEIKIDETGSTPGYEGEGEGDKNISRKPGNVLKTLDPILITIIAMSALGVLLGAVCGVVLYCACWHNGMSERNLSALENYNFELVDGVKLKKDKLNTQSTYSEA
DNMT1 inh – human DNMT1 methyltransferase inhibitors, primary screen, biochemical, molecular beacon, fluorescence, HinP1I cleavage, uHTS; DNA (cytosine-5)-methyltransferase 1 (Homo sapiens), P26358; inhibition (reported as % activation of signal), % at 10 µM; 0.83% of 360,000 active; AID 588458, 2011; in the data active = inhibition above about 50%
MsrA inhibitor – bovine MsrA enzyme inhibitors, primary screen, biochemical, absorbance, HTS | Methionine sulfoxide reductase A (Bos taurus) | purified bovine MsrA, absorbance read-out | inhibition, % at 15.5 µM | 0.75% of 360,000 active | AID 651718, 2012; in the data active = inhibition above about 4.5%;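 also: 0% = vehicle wells with enzyme and 100% = reference inhibitor wells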
bovine MsrA act – bovine MsrA enzyme activators, primary screen, biochemical, absorbance, HTS | activation, % at 10.6 µM | Methionine sulfoxide reductase A (Bos taurus) | AID 602163, 2012 | 0.3% of 360,000 active | purified bovine MsrA, absorbance read-out; in the data active = activation above about 7.5%;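 also: 0% = vehicle and 100% = reference activator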
An asterisk follows results filed as active; . = not tested or not shown.

SMILES	LMPTP block	STEP inh	E coli Lon inh	Scp-1 inhibitor	SUMO1 PPI mod	Tb MetRS inh	CendR NRP1 mod	DNMT1 inh	MsrA inhibitor	bovine MsrA act
NC(=O)c1ccsc1NC(=O)COC(=O)c1ccc(Cl)cc1	2.8	-2	-8	0	7	-0.6	-7	-10	-0.5	-8
C=CCc1c(C)nc(SCc2ccccc2)[nH]c1=O	-0.7	3	-6	-12	15	0.7	2	3	-0.2	0
CC(C)c1ccc(S(=O)(=O)N2CCN(C(C)C(=O)Nc3ccccc3-c3ccccc3)CC2)cc1 (stereo not drawn)	2.7	2	-9	1	-2	-0.6	-18	5	0.5	0
O=C(Nc1cc(Cl)ccc1Cl)C1CC(=O)N(c2ccc(Br)cc2)C1 (stereo not drawn)	2.3	-1	-3	-30	-2	-0.7	9	5	0.7	-8
COc1ccc(Oc2c(O)c3ccccc3n(C)c2=O)cc1	-0.4	-1	7	-3	1	0.0	10	3	0.0	-2
O=S(=O)(Nc1ccc(N2CCOCC2)cc1)c1cccs1	-0.4	8	-8	-2	-4	-0.5	6	-15	0.5	-3
CCN(CC(=O)Nc1c(F)cccc1F)C(=O)c1ccc(N2CCOCC2)c([N+](=O)[O-])c1	3.0	0	-15	-8	-12	-0.3	3	-1	-1.7	-3
CC1(C)OC(=CC=Nc2ccc(Cl)cc2)OC1(C)C	1.0	2	-5	5	-9	3.0	11	-9	0.8	-2
CCO[C@H]1OC(C(=O)O)=C[C@@H](c2csc3ccccc23)[C@@H]1CCCO	-0.2	0	3	-2	13	-0.3	9	0	0.5	0
C=CCC1(/C=N/O)CCOC(C)(C)C1 (stereo not drawn)	0.1	1	-6	-3	5	-0.1	-3	1	0.1	-3
CCN1N=C(c2ccccc2)Cn2c1nc1ccccc12	0.1	6	-3	-2	-4	-0.3	-8	-2	2.8	-3
N#CC(c1ccc(Cl)cc1)c1ncc(C(F)(F)F)cc1Cl (stereo not drawn)	-0.5	2	-7	-3	0	-0.9	-6	3	0.7	-6
O=C(COc1ccc(Cl)cc1Br)NC(=O)NCc1ccccc1	1.4	0	-5	-9	0	-0.3	-2	2	-0.2	0
Cc1oc(-c2ccc(Cl)cc2)cc1C(=O)N1CCC1(C)C(=O)O (stereo not drawn)	-0.9	1	-4	.	5	-0.1	10	6	0.7	-2
CS(=O)(=O)c1ccc(-c2nnc(NC(=O)c3ccco3)o2)cc1	-0.2	-4	3	-3	1	-0.5	-5	2	3.6	-5
CCOC(=O)N1CCC(=NNc2ccc(S(N)(=O)=O)cc2[N+](=O)[O-])CC1	0.2	1	6	-9	-30	-0.8	2	0	0.3	-10
CC(=O)C1=C(C)OC(N)=C(C#N)C1c1ccco1 (stereo not drawn)	-0.8	4	7	-5	2	0.5	-2	-4	2.5	-10
CCOC(=O)CCCCC(=O)c1[nH]c(=O)[nH]c1CSc1nnc2c3ccccc3n(C(C)C)c2n1	0.0	3	-3	-1	-2	-0.1	-7	-6	1.0	-3
CN(C(=O)CN1C(=O)NC2(CCc3ccccc32)C1=O)C1CCS(=O)(=O)C1 (stereo not drawn)	-0.4	-2	-10	7	0	-0.4	-8	2	0.1	-3
O=C(c1ccc(Br)cc1)c1cc([N+](=O)[O-])ccc1N1CCOCC1	0.8	-2	-8	-9	-17	-0.5	0	1	2.9	-5
COc1ccc(C(C)NC(=S)NC2CCCC2)cc1OC (stereo not drawn)	0.0	-1	7	-8	1	0.7	1	5	-0.8	-2
CCc1cc(=O)n2[nH]c(-c3ccccc3)c(-c3ccccc3)c2n1	-1.0	-3	-2	1	16	-1.0	-9	4	0.4	-6
CC(=O)N[C@@H]1c2c(ccc3ccccc23)OC[C@@H]1COC(C)=O	-0.8	3	-5	-4	2	-0.9	-3	-3	1.8	-2
Cc1c(OCc2ccccc2)c(=O)ccn1Cc1ccc(F)cc1	1.3	8	-3	-1	0	-0.2	11	7	0.8	-1
O=C(CC1C(=O)NC2CCCCC2N1C(=O)c1ccc([N+](=O)[O-])cc1)Nc1ccccc1 (stereo not drawn)	-1.0	10	-8	-7	-28	0.2	0	2	-0.1	-2
Continued.
SMILES	LMPTP block	STEP inh	E coli Lon inh	Scp-1 inhibitor	SUMO1 PPI mod	Tb MetRS inh	CendR NRP1 mod	DNMT1 inh	MsrA inhibitor	bovine MsrA act
CC(=O)Nc1ccccc1-c1nnc(SCc2ccccc2Cl)[nH]c1=O	-0.8	1	-3	-11	4	0.3	-18	3	-0.4	0
CCc1ccc(NC2=CC(=O)C(=O)c3ccccc32)cc1	12	12	-3	42	-33	0.2	9	31	-0.1	5
COc1cc(CNCCCN2CCOCC2)cc(Cl)c1OCC(=O)NC(C)(C)C	-6.1	0	-1	-6	-2	-0.3	2	-4	0.7	-1
O=C(O)CSc1cc(NS(=O)(=O)c2cccc([N+](=O)[O-])c2)c2ccccc2c1O	6.3	7	12	17	33	0.8	-29	52*	20*	3
CCOc1cc(C(=O)NN=C2CCCC2)cc(OCC)c1OCC	-0.7	1	0	-14	-2	-0.2	-2	1	-0.9	-1
CCN(C[C@H]1N[C@@](Cc2ccccc2)(C(=O)OC)[C@H]2C(=O)N(Cc3ccccc3)C(=O)[C@@H]12)S(=O)(=O)c1ccc(C(C)(C)C)cc1	1.7	2	1	-17	4	0.3	0	3	-1.0	-3
CN1C(=O)S/C(=C/c2ccc(OCc3cccc(C(=O)O)c3)cc2)C1=O	3.7	2	-5	52*	-14	-0.9	-20	1	0.5	-1
O=c1c2c(nc3n1CCCCC3)-c1ccccc1CC21CCCC1	2.1	1	-4	-5	-2	-0.1	-2	0	-0.3	-6
CCOC(=O)c1cnc(-n2nc(C)cc2C)nc1Nc1cccc(C(C)=O)c1	1.5	1	-8	0	-1	-0.4	-7	-1	1.7	-4
CCCc1cc(=O)[nH]c(SCC(=O)N2CCCc3ccccc32)n1	-0.6	-3	6	1	0	-1.0	-3	-8	1.0	0
N#CC(C#N)=Cc1c(N2CCN(c3ccccc3)CC2)nc2ccccn2c1=O	2.4	3	4	-10	-20	-0.9	8	2	-0.4	-2
c1ccc2c(c1)nc(N1CCOCC1)c1ccccc12	1.9	3	6	2	-1	-0.4	4	4	1.6	-1
CCCC1(C(=O)OCC)NC(c2ccc(O)cc2)C2C(=O)N(c3cccc(C(C)=O)c3)C(=O)C21 (stereo not drawn)	0.1	-4	-3	-2	2	-0.3	4	1	0.1	-3
CCCCCc1nnc(NC(=O)C2=COCCO2)s1	0.2	-1	-11	-2	9	-0.5	-10	1	0.2	-4
COc1cccc(NC(=O)Nc2nnc(N3CCCCC3C)s2)c1 (stereo not drawn)	-0.3	0	2	4	2	-0.8	1	-4	0.1	-8
COC(=O)c1cc(OC)c(OC)cc1NC(=O)c1cccc(OC)c1OC	0.9	0	-7	-6	2	-0.4	9	0	-0.8	-4
COc1ccccc1CN1CC(C(=O)N(C)CCCn2nc(C)cc2C)CCC1=O (stereo not drawn)	-0.4	3	-7	-2	-1	0.2	7	1	-1.3	-2
CC1CCc2c(nc3nc[nH]n3c2=O)C1 (stereo not drawn)	-2.0	-16	-1	-4	1	-2.1	-23	0	-0.2	-2
O=C(NCC(F)(F)F)c1ccc(S(=O)(=O)NCCc2ccc3c(c2)OCCO3)cc1	0.9	-2	4	.	-4	0.3	-8	0	1.5	-1
Cc1ccc(COc2ccc3c(c2)OCO3)cc1	1.6	3	2	-9	0	0.1	0	0	-0.4	-1
S=C(NC1CCCC1)N1CCN(c2ccccn2)CC1	-0.3	0	-15	-2	0	-0.8	5	0	-0.3	-3
CC(C)(C)c1ccc(C(=O)/C=C2\NC(=O)CS2)cc1	1.5	-12	-20	-1	-2	-1.6	3	-1	5.1*	-12
Nn1c(SCC(=O)NCCCc2ccccc2)nnc1-c1cccnc1	-0.5	4	-1	-12	2	0.7	5	19	0.7	-3

No new results follow: entries from further up.
SMILES	LMPTP block	STEP inh	E coli Lon inh	Scp-1 inhibitor	SUMO1 PPI mod	Tb MetRS inh	CendR NRP1 mod	DNMT1 inh	MsrA inhibitor	bovine MsrA act
CC(=O)Nc1ccccc1-c1nnc(SCc2ccccc2Cl)[nH]c1=O	-0.8	1	-3	-11	4	0.3	-18	3	-0.4	0
CCc1ccc(NC2=CC(=O)C(=O)c3ccccc32)cc1	12	12	-3	42	-33	0.2	9	31	-0.1	5
COc1cc(CNCCCN2CCOCC2)cc(Cl)c1OCC(=O)NC(C)(C)C	-6.1	0	-1	-6	-2	-0.3	2	-4	0.7	-1
O=C(O)CSc1cc(NS(=O)(=O)c2cccc([N+](=O)[O-])c2)c2ccccc2c1O	6.3	7	12	17	33	0.8	-29	52*	20*	3
CCOc1cc(C(=O)NN=C2CCCC2)cc(OCC)c1OCC	-0.7	1	0	-14	-2	-0.2	-2	1	-0.9	-1
CCN(C[C@H]1N[C@@](Cc2ccccc2)(C(=O)OC)[C@H]2C(=O)N(Cc3ccccc3)C(=O)[C@@H]12)S(=O)(=O)c1ccc(C(C)(C)C)cc1	1.7	2	1	-17	4	0.3	0	3	-1.0	-3
CN1C(=O)S/C(=C/c2ccc(OCc3cccc(C(=O)O)c3)cc2)C1=O	3.7	2	-5	52*	-14	-0.9	-20	1	0.5	-1
O=c1c2c(nc3n1CCCCC3)-c1ccccc1CC21CCCC1	2.1	1	-4	-5	-2	-0.1	-2	0	-0.3	-6
CCOC(=O)c1cnc(-n2nc(C)cc2C)nc1Nc1cccc(C(C)=O)c1	1.5	1	-8	0	-1	-0.4	-7	-1	1.7	-4
